LYP inhibition: PTPN22 lymphoid phosphatase activity blockers – biochemical, fluorescence intensity, uHTS (AID 1779); recombinant LYP phosphatase, fluorescence intensity; higher % means a stronger effect; inhibition, % at 11.5 µM; hits with a dose series show IC50 in µM; hit rate 0.054% among 290,000;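 also: plate controls were vehicle with enzyme for no effect and no enzyme for full effect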
human PMI inhibition: MPI enzyme activity inhibition – biochemical, fluorescence intensity, coupled assay, primary screen (AID 1209) | purified PMI enzyme, coupled fluorescence intensity; higher % means a stronger effect | inhibition, % at 20 µM, or IC50 in µM where a hit was titrated | hit rate 0.42% among 190,000;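 also: plate controls were DMSO vehicle for no effect and wells lacking substrate for full effect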
HEK293 NOD2/NF-kB: inhibition of NOD2-driven NF-kB reporter – cell-based, luminescence, uHTS, HEK293 (AID 1566) | HEK293 NOD2/NF-kB luciferase reporter, luminescence; higher % means a stronger effect | inhibition, % at 4 µM; hits with a dose series show EC50 in µM | hit rate 0.63% among 290,000; also: many of its hits are not listed in these tables
KOR beta-arrestin-1: KOR agonists, beta-arrestin recruitment, primary screen, cell-based, luminescence, uHTS (AID 1777); KOR beta-arrestin recruitment, luminescence; higher % means a stronger effect; activation, % at 10 µM; hits with a dose series show EC50 in µM; hit rate 0.02% among 280,000; in the data active = activation above about 50%, passing the limit was not always enough; also: a part of the inactive calls stands beside numbers as strong as those of hits
PMI inhibition: human PMI inhibitors, high substrate, primary screen, biochemical, fluorescence intensity, high mannose 6-phosphate (AID 1220); recombinant PMI enzyme, coupled fluorescence intensity; higher % means a stronger effect; inhibition, % at 20 µM; hits with a dose series show IC50 in µM; hit rate 0.66% among 190,000
NOD1 inhibition: inhibition of NOD1-driven NF-kB reporter – cell-based, luminescence, uHTS, primary screen (AID 1578); NOD1-driven NF-kB luciferase reporter cells, luminescence; higher % means a stronger effect; inhibition, % at 4 µM, or EC50 in µM where a hit was titrated; hit rate 1% among 290,000; in the data active = inhibition mostly above about 36%, no sharp cut-off; inactive = mostly below about 34%;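 also: HEK-293T reporter cells stimulated with the NOD1 agonist gamma-tri-DAP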
KOR beta-arrestin-2: kappa opioid receptor blockers – cell-based, luminescence, uHTS (AID 1778) | KOR beta-arrestin recruitment, luminescence, antagonist mode; higher % means a stronger effect | inhibition, % at 10 µM, or IC50 in µM where a hit was titrated | hit rate 0.091% among 290,000; also: strong numbers were not always called active
XIAP antagonists: small molecules displacing peptide from XIAP – biochemical, IAP family, fluorescence polarization (AID 1018); XIAP BIR domain, fluorescence polarization peptide displacement; higher % means a stronger effect; displacement, % at 20 µM; hits with a dose series show IC50 in µM; hit rate 0.007% among 200,000; in the data active = displacement above about 50%; also: a part of the inactive calls stands beside numbers as strong as those of hits
TNAP activators: stimulation of alkaline phosphatase TNAP activity – biochemical, luminescent, no phosphate acceptor, uHTS, primary screen (AID 1001); purified TNAP, luminescent activation assay, no phosphate acceptor; higher activation fold means a stronger effect; activation fold at 20 µM; hits with a dose series show EC50 in µM; hit rate 0.03% among 200,000; in the data active = activation fold from about 3, or a potency from the dose series; inactive = the rest, 99 in 100 with activation fold below about 1.6; also: many of its hits are not listed in these tables
Numbers without * were called inactive; · = no result given; & = joins results of further samples; [ ] = remark or other dose. Rule as the data show it, unless noted: active = inhibition above about 50%; inactive = the rest. Not all compounds are listed; count on the stated rates, not on these rows.

LYP inhibition,human PMI inhibition,HEK293 NOD2/NF-kB,KOR beta-arrestin-1,PMI inhibition,NOD1 inhibition,KOR beta-arrestin-2,XIAP antagonists,TNAP activators,smiles
-3%,10%,-19%,-2.9%,5%,-44%,9%,2.1%,1,O=C1CCCN1CCCNc1ncnc2c1cnn2-c1ccc(Cl)cc1
-6%,0%,6%,-2.8%,4%,-22%,10%,-2.2%,0.9,O=C(Nc1ccc(N2CCOCC2)cc1N1CCOCC1)c1ccc([N+](=O)[O-])cc1
1%,6%,6%,·,3%,-13%,-12%[20 µM],-1.8%,1.1,COc1ccc(C(=O)c2ccc(N3CCOCC3)c([N+](=O)[O-])c2)cc1
-7%,·,-12%,-3.3%,·,-7%,44%,·,·,COc1ccccc1OCCCCN1CCC(C)CC1
-6%,·,-1%,-2.4%,·,-9%,-34%,·,·,COC(=O)C(CCSC)NC(=O)c1cn(-c2ccc(OC)cc2)c(=O)c2ccccc12 (configuration not stated)
-5%,4%,0%,-3.9%,3%,-7%,17%,-2.8%,1.1,COc1ccc(-c2noc(CCCC(=O)NCc3ccco3)n2)cc1OC
-11%,·,23%,11%,·,8%,-23%,·,·,CCOC(=O)N1CCC(NC(=O)CSCc2nc(-c3ccccc3Cl)oc2C)CC1
3%,7%,-3%,-2.2%,16%,-25%,-10%,0.0%,1,COCCNc1cc(N)c([N+](=O)[O-])cc1[N+](=O)[O-]
1%,22%,-52%,6.9%,14%,18%,-15%,-3.6%,1,CCn1c2ccccc2c2cc(NC(=O)c3cccc([N+](=O)[O-])c3C)ccc21
-12%,-16%,-1%,-2.8%,-2%,-11%,18%,-3.5%,1.3,CCOc1ccc(-c2nnn(CC(=O)NCc3ccc(C)cc3)n2)cc1
-4%,-30%,-38%,3.0%,-31%,47%,-2%,-9.7%,1,Cc1ccc(/C=C/C(=O)Nc2cccnc2)o1
2%,15%,3%,-4.4%,0%,-27%,22%,-5.3%,1.1,COc1nc(N/N=C/c2ccc(C)cc2)nc(N2CCCCC2)n1
-3%,1%,23%,-3.4%,5%,·,0%,-3.0%,1,CNc1nc(NCCOC23CC4CC(CC(C4)C2)C3)nc(OCC(F)(F)F)n1
5%,-4%,-16%,0.0%,-8%,14%,-9%,-3.3%,1,CCOC(=O)c1cccc(NC(=O)/C=C/c2cccc([N+](=O)[O-])c2)c1
-2%,0%,6%,11%,-11%,-1%,-25%,-17%,0.9,COC(=O)CC1C(=O)NCCN1C(=S)Nc1ccccc1 (configuration not stated)
-2%&-4%,-1%&-1%,8%&12%,1.3%&2.2%,-8%&-2%,5%&-1%,-37%&13%,-1.3%&-5.1%,1.1&1.2,O=C(O)CC(=O)NC12CC3CC(CC(C3)C1)C2
-11%,·,19%,-1.7%,·,15%,2%[20 µM],·,·,CC(=O)c1ccccc1OCc1ccc(S(=O)(=O)Cc2ccccc2)cc1
-4%,-5%,36%,4.3%,-7%,29%,67%,-1.7%,1.1,COc1ccc(C(=O)C(CCC(CNC(C)(C)C)C(=O)c2ccc(OC)cc2)CNC(C)(C)C)cc1 (configuration not stated)
-12%,11%,-10%,2.7%,6%,2%,-48%,-1.9%,1.1,CCOc1ccc(S(=O)(=O)NCCOC)cc1C
-8%,-10%,9%,-0.1%,4%,-12%,-5%,-2.3%,1,CCCCCn1c(=O)[nH]c2cc(C(=O)NCCN(CC)CC)ccc2c1=O
5%,-12%,12%,1.0%,23%,-28%,14%,71%,0.8,CCCCn1c(O)c(/C=C/C=C/C=Nc2ccccc2)sc1=S
-8%,0%,-5%,·,4%,-26%,2%[20 µM],0.2%,1.1,CC(=O)Nc1ccc(S(=O)(=O)NC2(C(F)(F)F)NC(=O)N(c3ccccc3F)C2=O)cc1 (configuration not stated)
-9%,·,-152%,7.0%,·,0%,12%,·,·,COc1ccc(-c2nc(-c3cccs3)no2)cc1
-6%,·,3%,-2.9%,·,-4%,29%,·,·,CC1=C(CC(=O)O)c2cc(F)ccc2/C1=C/c1ccc(S(C)=O)cc1 (configuration not stated)
-12%,0%,-10%,2.6%,-16%,-42%,-27%,-3.8%,1.1,COc1cc2[nH]c(=O)c(C(=O)NCCCN3CCOCC3)c(O)c2cc1OC

Whole records, quoted from the list.
Profile of `COc1cc2[nH]c(=O)c(C(=O)NCCCN3CCOCC3)c(O)c2cc1OC` → LYP inhibition: -12%; human PMI inhibition: 0%; HEK293 NOD2/NF-kB: -10%; KOR beta-arrestin-1: 2.6%; PMI inhibition: -16%; NOD1 inhibition: -42%; KOR beta-arrestin-2: -27%; XIAP antagonists: -3.8%; TNAP activators: 1.1
Profile of `COCCNc1cc(N)c([N+](=O)[O-])cc1[N+](=O)[O-]` → LYP inhibition: 3%; human PMI inhibition: 7%; HEK293 NOD2/NF-kB: -3%; KOR beta-arrestin-1: -2.2%; PMI inhibition: 16%; NOD1 inhibition: -25%; KOR beta-arrestin-2: -10%; XIAP antagonists: 0.0%; TNAP activators: 1

New compounds follow:
LYP inhibition,human PMI inhibition,HEK293 NOD2/NF-kB,KOR beta-arrestin-1,PMI inhibition,NOD1 inhibition,KOR beta-arrestin-2,XIAP antagonists,TNAP activators,smiles
-3%,2%,-6%,-4.3%,5%,-14%,-3%,-18%,1.1,COC(=O)c1cc(NC(=O)Cc2coc3cc(OC)ccc23)cc(C(=O)OC)c1
-6%,·,14%,-1.0%,·,-4%,-5%,·,·,CCOC(=O)c1[nH]cnc1C(=O)Nc1cccc(OC)c1
-4%,0%,6%,-8.3%,-6%,-21%,10%[20 µM],-1.3%,1.1,CCCCc1nnc(NC(=O)C(=O)OCC)s1
0%,-2%,3%,·,9%,-12%,-2%[20 µM],-3.5%,1.1,Cc1noc(NS(=O)(=O)c2ccc(NC(=O)c3ccc(OC(C)C)cc3)cc2)c1C
9%,6%,-2%,-1.8%,-1%,-4%,-6%,-2.3%,1,O=C(CCCCCn1c(SCC(=O)c2ccccc2)nc2ccccc2c1=O)NCc1ccco1
-2%,·,9%,-1.8%,·,-9%,-2%,·,·,Cc1cc(C)c2nncn2n1
0%,-2%,-10%,2.0%,5%,31%,-37%,-4.3%,1.1,CN(C)S(=O)(=O)Oc1cccc(C(=O)Nc2ccc([N+](=O)[O-])cc2)c1
0%,·,-2%,1.5%,·,-12%,2%,·,·,COc1ccc(N2CC(C(=O)Nc3ccc(S(=O)(=O)N4CCCCC4)cc3)CC2=O)cc1 (configuration not stated)
-2%,13%,8%,-5.9%,20%,0%,-10%,-2.9%,1.1,COC(=O)CN(c1cccc(OC)c1)S(C)(=O)=O
-4%,-1%,-1%,0.4%,5%,-44%,-28%,0.2%,1,Cc1c(NC(=O)CC(C)C)c(=O)n(-c2ccccc2)n1C
-12%,2%,-4%,5.5%,-4%,39%,-10%,-13%,1,Cc1nn(C)c(Cl)c1CN1CCN(C2CCCCC2)C(CCO)C1 (configuration not stated)
-8%,·,-19%,-4.7%,·,-27%,26%[20 µM],·,·,COc1cc(/C=N/NC(=O)c2ccc3c(c2)OCCO3)cc(Br)c1O
-6%,·,22%,-0.4%,·,-6%,14%,·,·,Cc1cc2nccc(-c3ccc(F)cc3)n2n1
3%,18%,-16%,0.1%,12%,-10%,-31%,-3.8%,1,COc1ccc(N2CCCn3c2nc2c3c(=O)n(Cc3ccc(F)cc3)c(=O)n2C)c(OC)c1
-8%,·,9%,1.4%,·,-23%,-10%,·,·,Cc1ccc(C(=O)NCCc2nnc3ccc(SCC(=O)Nc4ccccc4F)nn23)cc1
1%,18%,9%,-3.4%,15%,-10%,-1%,4.3%,1.1,Cc1cc(=O)n2[nH]c(COc3ccccc3)nc2n1
0%,·,-2%,-0.2%,·,-2%,24%,·,·,Cc1ccc(/C=N/n2c(-c3ccccn3)n[nH]c2=S)o1
-2%,-2%,-8%,-3.7%,2%,-24%,0%,-3.2%,1.1,COCCNC(=O)CNS(=O)(=O)c1ccc2nc(C)sc2c1
-3%,9%,22%,1.5%,3%,53%,-36%,-5.3%,1.1,CCc1c(C)nc2ncnn2c1NCCc1ccc(OC)cc1
-2%,0%,9%,-6.7%,-1%,-40%,-12%,-6.6%,1.1,CCC(C)NC(=O)C1CCCN(c2nc(C)cc(OC)n2)C1 (configuration not stated)
-2%,·,-67%,·,·,-54%,-31%[20 µM],-4.2%,1,Cn1c(=O)c(C(=O)NCC2CCCO2)c(O)c2ccccc21 (configuration not stated)
3%,10%,-21%,1.4%,-4%,-43%,15%,-8.4%,0.7,O=C(NNc1c2ccccc2nc2ccccc12)c1cc2ccccc2cc1O
-9%,-4%,-8%,-1.2%,-6%,-2%,-33%,-0.4%,1.2,COc1ccccc1N(CC(O)CN1C(=O)NC(C)(C)C1=O)S(=O)(=O)c1ccc(C)cc1 (configuration not stated)
-5%,-9%,12%,-6.3%,-7%,-29%,2%,-8.3%,1.1,Cn1c(N)c(C(=O)COC(=O)CCC(=O)c2ccc(F)cc2)c(=O)n(C)c1=O
-6%,3%,-65%,-0.8%,3%,-47%,-72%[20 µM],-1.3%,1.1,Fc1ccc(-c2nc3ccccc3[nH]2)cc1
-6%,-31%,-34%,0.8%,-37%,-62%,-16%,-10%,1.1,COc1cccc(-c2cn3nc4c(nc3n2)CCCC4)c1
-6%,·,12%,3.3%,·,4%,-4%,·,·,Cc1ccc(C(=O)Nc2cccc(C(F)(F)F)c2)cc1NC(=O)c1cnnc2ccccc12
9%,6%,-44%,-10%,12%,-40%,17%,-4.3%,1.1,COc1ccc(Cn2c(C3CC3)nc3ccc(NC(=O)c4ccco4)cc3c2=O)cc1
4%,7%,-126%,-0.4%,2%,·,14%,-2.7%,1.1,O=C(Oc1ccc2ccccc2c1Cl)N1CCCC1
3%,2%,0%,-2.4%,0%,53%,7%,-0.3%,1,O=C(COc1cccc(Cl)c1)Nc1nc(-c2ccc(S(=O)(=O)N3CCOCC3)cc2)cs1
3%,·,-16%,-3.7%,·,-11%,10%,·,·,O=C(NC(=O)N1CCN(c2ccc([N+](=O)[O-])cn2)CC1)c1c(Cl)cccc1Cl
-5%,-8%,0%,·,-12%,-4%,12%,-4.4%,1.2,CCn1nc(C(=O)OCC(=O)NCCN2C(=O)CSC2=O)c2ccccc2c1=O
-1%,12%,-2%,-5.8%,8%,-16%,22%,-1.1%,1.1,CCNC(=O)CN(Cc1ccccc1)S(=O)(=O)c1ccccc1

Filtered by structure, those above with a nitro group on carbon.
LYP inhibition,human PMI inhibition,HEK293 NOD2/NF-kB,KOR beta-arrestin-1,PMI inhibition,NOD1 inhibition,KOR beta-arrestin-2,XIAP antagonists,TNAP activators,smiles
-6%,0%,6%,-2.8%,4%,-22%,10%,-2.2%,0.9,O=C(Nc1ccc(N2CCOCC2)cc1N1CCOCC1)c1ccc([N+](=O)[O-])cc1
1%,6%,6%,·,3%,-13%,-12%[20 µM],-1.8%,1.1,COc1ccc(C(=O)c2ccc(N3CCOCC3)c([N+](=O)[O-])c2)cc1
3%,7%,-3%,-2.2%,16%,-25%,-10%,0.0%,1,COCCNc1cc(N)c([N+](=O)[O-])cc1[N+](=O)[O-]
1%,22%,-52%,6.9%,14%,18%,-15%,-3.6%,1,CCn1c2ccccc2c2cc(NC(=O)c3cccc([N+](=O)[O-])c3C)ccc21
5%,-4%,-16%,0.0%,-8%,14%,-9%,-3.3%,1,CCOC(=O)c1cccc(NC(=O)/C=C/c2cccc([N+](=O)[O-])c2)c1
0%,-2%,-10%,2.0%,5%,31%,-37%,-4.3%,1.1,CN(C)S(=O)(=O)Oc1cccc(C(=O)Nc2ccc([N+](=O)[O-])cc2)c1
3%,·,-16%,-3.7%,·,-11%,10%,·,·,O=C(NC(=O)N1CCN(c2ccc([N+](=O)[O-])cn2)CC1)c1c(Cl)cccc1Cl

High-throughput results as filed in PubChem BioAssay.
